Shiga inhibitor – inhibitors of Shiga toxin in Vero cells; inhibition, % at 38.7 µM; 9.2% of 290,000 active; Vero cells, Shiga toxin protein synthesis inhibition reporter; in the data active means inhibition mostly above about 28%, no sharp cut-off; inactive means mostly below about 43%; further: 0% is about no effect
AMA1-RON2 inh – inhibitors of Plasmodium falciparum AMA1-RON2 interaction; AlphaScreen AMA1-biotinylated RON2 peptide binding; Potency, µM (titrated, usually from 58.2 µM), without a hit: top-dose activity change, negative = inhibition, hits mostly inhibitors; 0.2% of 360,000 active; AID 720542;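 further: potency means the concentration at half of the fitted maximal effect; 0% = vehicle wells and -100% = peptide control; nearly all actives have a fitted effect of over 45% in size; some results filed as inactive show a strong effect at the top dose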
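AMA1 (3D7) with his tag at 25 nM final met compounds first, then biotinylated RON2 peptide at 25 nM; detection used donor plus acceptor beads, 10 µg/mL apiece, read by AlphaScreen after 30 min at room temperature.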
AmpC no deterg – blocks E. coli AmpC beta-lactamase in detergent-free assay; P00811; 0.52% of 330,000 active; Potency, µM (highest dose often 57.1 µM), for the others: at the top dose activity change, negative = inhibition, usual class: inhibitors; AID 485341; AmpC nitrocefin hydrolysis, absorbance 480 nm, 0.0001% Triton;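 further: potency means the concentration at half of the fitted maximal effect; plate controls were no compound for no effect and no enzyme for full effect; nearly all actives have a fitted effect of over 20% in size; some results filed as inactive show a strong effect at the top dose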
Target sequence (P00811 whole entry, looked up): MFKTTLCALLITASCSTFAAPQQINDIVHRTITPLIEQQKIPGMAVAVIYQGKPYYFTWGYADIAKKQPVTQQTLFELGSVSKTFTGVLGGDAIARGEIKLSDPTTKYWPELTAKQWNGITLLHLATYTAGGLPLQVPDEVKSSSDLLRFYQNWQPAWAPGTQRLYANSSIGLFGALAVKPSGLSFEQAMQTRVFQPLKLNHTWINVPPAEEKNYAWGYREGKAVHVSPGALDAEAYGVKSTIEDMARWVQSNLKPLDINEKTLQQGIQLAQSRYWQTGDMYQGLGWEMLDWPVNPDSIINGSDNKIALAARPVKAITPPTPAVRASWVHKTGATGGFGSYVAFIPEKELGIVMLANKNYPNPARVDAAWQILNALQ
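20 mM phosphate pH 7.0 + 0.01% (detergent screen) or 0.0001% Triton X-100; 5.3 nM AmpC reagent; cpd preinc 15 min RT; nitrocefin (800 uM stock) to start; A480 q20 s × 4 min; Activity was normalised to no-enzyme and no-compound control wells.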
AmpC detergent – AmpC beta-lactamase inhibition with detergent present; AID 485294; 0.041% of 370,000 active; P00811; AmpC hydrolysis of nitrocefin, absorbance 480 nm, 0.01% Triton; Potency, µM (doses to about 114 µM), for the others: at the highest dose activity change, negative = inhibition, usual class: inhibitors;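 further: potency means the concentration at half of the fitted maximal effect; 0% = no-compound wells and -100% = no-enzyme wells; nearly all actives have a fitted effect of over 25% in size; some results filed as inactive show a strong effect at the top dose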
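20 mM phosphate pH 7.0 + 0.01% (detergent screen) or 0.0001% Triton X-100; 5.3 nM AmpC reagent; cpd preinc 15 min RT; nitrocefin (800 uM stock) to start; A480 q20 s × 4 min; Activity was normalised to no-enzyme and no-compound control wells.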
Cycloheximide cs – counter-screen hit for Shiga toxin inhibitors, cycloheximide | max response, % | cell reporter, cycloheximide protein synthesis inhibition counterscreen | AID 2314 | 12% of 300,000 active; in the data active means max response mostly above about 13%, no sharp cut-off; inactive means mostly below about 14%; further: read at 38.3 µM for the half of the compounds with a filed dose; 0% is about no effect
FBPA Giardia inh – inhibitors of Giardia lamblia fructose-1,6-bisphosphate aldolase; 0.71% of 290,000 active; Potency, µM (series often up to 59.6 µM), for the others: at the top dose activity, negative = inhibition, usual class: inhibitors; purified Giardia FBPA; AID 2451; further: potency means the concentration at half of the fitted maximal effect; on the % scale 0 is the no-effect control and ±100 the full control effect; nearly all actives have a fitted effect of over 55% in size
Target sequence (A8B2U2 whole entry, looked up): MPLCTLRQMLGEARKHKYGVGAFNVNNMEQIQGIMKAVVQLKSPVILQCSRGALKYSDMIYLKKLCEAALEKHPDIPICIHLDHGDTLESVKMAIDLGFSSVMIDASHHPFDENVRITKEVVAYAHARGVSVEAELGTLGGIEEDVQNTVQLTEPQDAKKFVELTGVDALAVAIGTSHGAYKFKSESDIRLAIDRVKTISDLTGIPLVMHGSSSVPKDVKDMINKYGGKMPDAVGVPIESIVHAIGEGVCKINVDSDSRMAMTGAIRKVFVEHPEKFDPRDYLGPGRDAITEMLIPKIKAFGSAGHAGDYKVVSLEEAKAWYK
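40 nM FBPA preincubated 10 min at RT with compound (up to 57.5 uM final), then substrate plus GAPDH/TPI/NAD/arsenate coupling and diaphorase/resazurin added. Fluorescence read after 20 min at RT, 525/598 nm.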
HCMV inh – inhibitors of human cytomegalovirus; HFF cells, HCMV-luciferase reporter, 72 h; active compounds read low; activity change, negative = inhibition, % at 57.5 µM; 4.5% of 410,000 active; AID 1259415; in the data active means activity change below about -60%; inconclusive means no clear call, values can overlap the other calls; inactive means above about -39%; further: on the % scale 0 is the no-effect control and ±100 the full control effect
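Two compound doses tested in HFFs infected with HCMV-luciferase, MOI 1 PFU/cell, 72 h at 37C. Lysate luminescence read with OneGlo; data normalized against buffer-only and 10uM Salinomycin inhibitor controls.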
The depositor's hits bear a star; u = inconclusive; x = no result given; [ ] = dose if it differs, or a comment. Unless noted, the call rests on the fitted dose curve; in most records, active means well fitted curve in the direction sought with a large enough effect; inconclusive means small, poorly fitted or top-dose-only effect, or another doubt; inactive means no such curve, though single readings can be large; an effect the other way counts as inactive or inconclusive.

1) CCN(Cc1ccccc1)C(=O)Cn1c(C(C)O)nc2ccccc21 (stereo not given)
2) Cc1ccc(OCC(=O)Nc2ccccc2[N+](=O)[O-])c(Br)c1
3) Cc1ccnc(NC(=O)CNC(=O)C23CC4CC(CC(C4)C2)C3)c1
4) O=C(Nc1ccc2oc(-c3ccncc3)nc2c1)c1ccc2c(c1)OCCO2
5) CCNC(=O)NC(=O)C(C)OC(=O)c1c(C)nn(Cc2ccccc2Cl)c1Cl (stereo not given)
6) O=c1[nH]c2ccccc2cc1CN(Cc1ccco1)S(=O)(=O)c1ccc(F)cc1

entry no.	1	2	3	4	5	6
Shiga inhibitor	-7	122*	x	6	-6	11
AMA1-RON2 inh	4%	u	-13%	-6%	9%	1%
AmpC no deterg	-2%	3%	u	1%	9%	-40%
AmpC detergent	u	u	u	-11%	-5%	-9%
Cycloheximide cs	-3	42*	x	-3	-3	-2
FBPA Giardia inh	5%	8%	x	-2%	3%	x
HCMV inh	42	-14	-1	u	u	u

Sorted by molecular weight (ascending): some entries from above
3) Cc1ccnc(NC(=O)CNC(=O)C23CC4CC(CC(C4)C2)C3)c1
2) Cc1ccc(OCC(=O)Nc2ccccc2[N+](=O)[O-])c(Br)c1
4) O=C(Nc1ccc2oc(-c3ccncc3)nc2c1)c1ccc2c(c1)OCCO2
6) O=c1[nH]c2ccccc2cc1CN(Cc1ccco1)S(=O)(=O)c1ccc(F)cc1

entry no.	3	2	4	6
Shiga inhibitor	x	122*	6	11
AMA1-RON2 inh	-13%	u	-6%	1%
AmpC no deterg	u	3%	1%	-40%
AmpC detergent	u	u	-11%	-9%
Cycloheximide cs	x	42*	-3	-2
FBPA Giardia inh	x	8%	-2%	x
HCMV inh	-1	-14	u	u

(next part)
7) CCn1c(SCC(=O)c2ccccc2)nnc1-c1ccoc1C
8) O=C(C1CCCCN1S(=O)(=O)c1ccccc1)N1CCN(Cc2ccccc2)CC1 (stereo not given)
9) CC(C)Cc1nc2oc3c(NCCCN4CCOCC4)ncnc3c2c2c1CCC2
10) CC1=C(C(N)=O)C(c2cccc(O)c2)n2nc(CCCO)nc2N1 (stereo not given)
11) COc1ccccc1C1N(c2ccc(F)cc2)C(=O)C2CCCN21 (stereo not given)
12) COc1cccc(-c2nc3ccccc3c(=O)n2NC(=O)c2cccnc2Cl)c1

entry no.	7	8	9	10	11	12
Shiga inhibitor	50*	-11	-12	28	-13	2
AMA1-RON2 inh	3%	1%	-7%	1%	-1%	-1%
AmpC no deterg	-14%	68%[activator]	16%	-10%	-6%	-14%
AmpC detergent	u	-9%	-14%	-7%	2%	3%
Cycloheximide cs	21*	-7	1	8	-1	-2
FBPA Giardia inh	-12%	4%	-3%	2%	4%	1%
HCMV inh	-8	-15	u	0	18	-7

13) Cc1ccc(NC(=O)CCC(=O)Nc2nnc(C3CCCCC3)s2)cc1
14) COCCN1CN=C(Nc2nc3ccccc3s2)NC1
15) O=C(CCCCCn1nnc2ccccc2c1=O)N[C@H](C(=O)O)c1ccccc1
16) O=C(NC1CCN(C(=O)Nc2cccc(F)c2)CC1)c1ccco1
17) COc1ccc2c(c1)C(=NNC(=O)c1ccccn1)c1cc(OC)ccc1-2
18) Cc1ccc2nc(/C(C#N)=C\c3cc(C)n(-c4cccc([N+](=O)[O-])c4)c3C)[nH]c2c1

entry no.	13	14	15	16	17	18
Shiga inhibitor	22	31*	-8	-3	7	-5
AMA1-RON2 inh	14%	-1%	19%	0%	63%[activator]	3%
AmpC no deterg	-5%	102%	-2%	-7%	-3%	-26%
AmpC detergent	-2%	3%	0%	4%	u	3%
Cycloheximide cs	10	21*	-2	-4	4	15
FBPA Giardia inh	1%	0%	11%	5%	-2%	0%
HCMV inh	-18	60	9	-18	u	-12

Results in sequence from the list.
HCMV inh, compounds 13–18, in order: -18, 60, 9, -18, u, -12
AmpC detergent, compounds 13–18, in order: -2%, 3%, 0%, 4%, u, 3%
Cycloheximide cs, compounds 13–18, in order: 10, 21*, -2, -4, 4, 15

(listing goes on)
19) CCOC(=O)CSC1=C(C#N)C(c2ccc3c(c2)OCO3)CC(=O)N1 (stereo not given)
20) CCN(Cc1ccccc1)C(=O)c1ccc(CS(=O)c2ccccc2C)o1 (stereo not given)
21) COc1ccccc1NC(=O)COC(=O)C1CC2C=CC1C2 (stereo not given)
22) CCSc1nnc(NC(=O)c2ccc3nc[nH]c3c2)s1
23) COc1ccc(C(CC(=O)NCC(OC)OC)NS(=O)(=O)c2ccc(Cl)cc2)cc1 (stereo not given)
24) CCN(CC)CC(=O)NC1CC(C)(C)Cc2c1cnn2-c1ccc(F)cc1 (stereo not given)

entry no.	19	20	21	22	23	24
Shiga inhibitor	25	-7	25	x	-20	-11
AMA1-RON2 inh	-5%	-3%	15%	-20%	-23%	-1%
AmpC no deterg	x	52%	-19%	-9%	20%	27%
AmpC detergent	2%	6%	1%	x	u	u
Cycloheximide cs	10	-3	15*	x	-14	-3
FBPA Giardia inh	-3%	x	-2%	x	8%	-3%
HCMV inh	-13	-33	-27	34	16	9

Whole records from above:
COc1ccccc1NC(=O)COC(=O)C1CC2C=CC1C2 (stereo not given) is listed as Shiga inhibitor = 25; AMA1-RON2 inh = 15%; AmpC no deterg = -19%; AmpC detergent = 1%; Cycloheximide cs = 15*; FBPA Giardia inh = -2%; HCMV inh = -27
CCOC(=O)CSC1=C(C#N)C(c2ccc3c(c2)OCO3)CC(=O)N1 (stereo not given) is listed as Shiga inhibitor = 25; AMA1-RON2 inh = -5%; AmpC no deterg = x; AmpC detergent = 2%; Cycloheximide cs = 10; FBPA Giardia inh = -3%; HCMV inh = -13

Further results:
25) COc1ccc(NC(=O)COc2ccc(N(C)S(=O)(=O)c3ccc(C)cc3)cc2)cc1
26) COc1cc(NC(=O)c2ccc3c(c2)OCO3)ccc1NC(=O)C(C)C
27) O=C1c2ccccc2C(=O)N1CN(C(=O)COc1ccc(Cl)cc1Cl)c1cccc(F)c1
28) O=C(NC1CC2CCCC(C1)N2Cc1ccco1)NC12CC3CC(CC(C3)C1)C2 (stereo not given)
29) CCC(C)N1CCN(C(=O)COc2ccc3ccccc3c2)CC1 (stereo not given)
30) COc1cc(OC)cc(C(=O)NC2CCCN(Cc3ccc(Cl)cc3)C2)c1 (stereo not given)

entry no.	25	26	27	28	29	30
Shiga inhibitor	-8	38	-6	2	-14	-2
AMA1-RON2 inh	6%	1%	2%	-3%	-6%	3%
AmpC no deterg	-8%	-26%	-18%	-2%	23%	33%
AmpC detergent	u	-6%	1%	u	u	-11%
Cycloheximide cs	-3	18	-4	-3	0	-3
FBPA Giardia inh	1%	1%	-1%	2%	u	7%
HCMV inh	21	5	123	19	1	-2

31) Cc1nc2nc(C)c(NS(=O)(=O)c3ccc(Cl)cc3)c(=O)n2[nH]1
32) O=C(CN1CCN(c2ncccn2)CC1)N1CCCC1
33) CCC(C)c1ccccc1N1CC(C(=O)Nc2ccccc2N2CCCC2)CC1=O (stereo not given)
34) CN(CC(=O)NCc1cccs1)S(=O)(=O)c1cccc2nsnc12
35) Cc1ccc(C(=O)Cn2nnc3ccccc32)cc1
36) CCSc1ncnc2c(C#N)c3n(c12)CCCCC3

entry no.	31	32	33	34	35	36
Shiga inhibitor	-10	-3	-13	6	66*	-6
AMA1-RON2 inh	13%	-7%	5%	-2%	4%	-1%
AmpC no deterg	-13%	-4%	154%[activator]	-14%	-48%	-14%
AmpC detergent	-7%	4%	5%	-4%	-7%	3%
Cycloheximide cs	-3	-2	-2	-3	38*	4
FBPA Giardia inh	-26%	u	-5%	4%	0%	22%
HCMV inh	26	-12	x	-29	-1	-25

37) CN(C)CC(C)(C)CNS(=O)(=O)c1ccc(Cl)s1
38) COc1ccc(CNC(=O)Cn2nc(C(F)(F)F)c3c2CCC3)cc1
39) NC(=S)N/N=C1\c2ccccc2-c2c(C(=O)O)cccc21
40) COc1ccccc1N1CCN(CC(O)COc2ccc3c(c2)CCC3)CC1 (stereo not given)
41) Cc1ccccc1-c1ccccc1CN1[C@@H](C(C)C)COCCS1(=O)=O
42) CC(C)C(=O)NNc1ccccc1

entry no.	37	38	39	40	41	42
Shiga inhibitor	-1	-7	5	-16	x	10
AMA1-RON2 inh	3%	-3%	44%[activator]	u	0%	-3%
AmpC no deterg	-23%	2%	-42%	83%[activator]	31%	-15%
AmpC detergent	0%	-2%	-2%	u	x	-8%
Cycloheximide cs	-2	-1	1	-3	x	2
FBPA Giardia inh	4%	0%	4µM*	2%	x	4%
HCMV inh	-29	-5	0	40	u	27

43) COc1ccc(-n2nc(C(=O)NCC(=O)N3CCOCC3)c3ccccc3c2=O)cc1Cl
44) COc1cc(NS(=O)(=O)c2ccc(NC(=O)COc3ccc(C)cc3)cc2)nc(OC)n1
45) COC(=O)C1=C(C)NC(=O)CC1c1cccc(OC)c1OC (stereo not given)
46) Cc1nc(-c2ccc(-n3nncc3-c3ccco3)cc2)cs1
47) CCOc1ccc(OCCCC(=O)NC2=NCCS2)cc1
48) Cc1c(C(=O)O)oc2ccc3c(c12)C(O)CC(C)(C)O3 (stereo not given)

entry no.	43	44	45	46	47	48
Shiga inhibitor	-10	13	-1	13	-19	-6
AMA1-RON2 inh	-7%	-7%	-15%	0%	-8%	-1%
AmpC no deterg	-2%	-44%	-8%	-32%	-20%	-26%
AmpC detergent	-1%	u	-13%	8%	-8%	-7%
Cycloheximide cs	-2	-2	-5	10	-7	-3
FBPA Giardia inh	11%	21%	5%	-4%	-2%	-1%
HCMV inh	14	24	28	-16	13	-4

49) CC1=CC(C)[C@@H]2COC(c3ccc(O)cc3)[C@H]1C2C (stereo not given in full)
50) O=c1c2ccccc2oc2nc3n(c(=O)c12)CCCS3
51) CCOC(=O)C(Oc1ccc(=O)n(-c2ccccc2)n1)C(C)=O (stereo not given)
52) NC(=O)c1ccc(NC(=O)COc2cccc3c2CCNC3=O)cc1
53) COc1cc(SC)ccc1C(=O)Nc1cccc(S(=O)(=O)NC2=NCCCCC2)c1
54) O=[N+]([O-])c1ccc(O)c(Nc2ncnc3ccccc23)c1
55) Cc1ccc2nc(N(CCCN(C)C)C(=O)c3ccc(S(=O)(=O)N4CCOCC4)cc3)sc2c1
56) Nc1c(C(=O)NCc2ccccc2)nnn1Cc1cccc(Cl)c1

entry no.	49	50	51	52	53	54	55	56
Shiga inhibitor	-4	-1	-15	x	x	35	-8	-14
AMA1-RON2 inh	-1%	-3%	-19%	-17%	-5%	-3%	1%	-1%
AmpC no deterg	-42%	-12%	0%	15%	18%	-35%	161%[activator]	-20%
AmpC detergent	-9%	-12%	-1%	-20%	-15%	2%	5%	u
Cycloheximide cs	-5	-2	-1	x	x	17*	-3	-5
FBPA Giardia inh	3%	1%	2%	x	x	-9%	-3%	0%
HCMV inh	-36	-26	-3	-15	-29	53	-19	-21

Screening data from PubChem.
